High-throughput results deposited in PubChem BioAssay by several laboratories.
VIM-2 inhibitor = inhibitors of Pseudomonas aeruginosa VIM-2 metallo-beta-lactamase. purified VIM-2, nitrocefin hydrolysis, epi-absorbance fluorescence. inhibition, % at 5.6 µM. hit rate 0.89% among 290,000. AID 1527;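 active means inhibition above the mean of all tested compounds plus 3 SD, cutoff set per screening run, cut at about 7.5% in these data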;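 further: red hydrolysis product quenches plate fluorescence so inhibitors raise well fluorescence; 0% = enzyme with DMSO and 100% = DMSO without enzyme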
DNA FID counter = counter-screen for HCV NS3 helicase inhibitors: DNA intercalator displacement; DNA fluorescent intercalator displacement, fluorescence; inhibition, % at 7.9 µM; hit rate 0.17% among 290,000; in the data active means inhibition above about 37%;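 further: 0% = vehicle and 100% = reference compound; higher means more ethidium bromide displaced from hairpin DNA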
IMP-1 inhibitor = blocks Pseudomonas aeruginosa IMP-1 metallo-beta-lactamase. purified IMP-1, nitrocefin hydrolysis, epi-absorbance fluorescence. inhibition, % at 5.6 µM. hit rate 0.45% among 290,000. AID 1556;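 active means inhibition above the mean plus 3 SD of all compounds in the same screening run, cut at about 4.5% in these data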;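 further: 0% = IMP-1 with DMSO and 100% = DMSO wells lacking enzyme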
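Material – recombinant IMP-1 enzyme, purified · Amount – IMP-1 0.2 nM before substrate addition · Medium – HEPES buffer pH 7.1 with ZnSO4 and Brij 35 · Timing – 25 °C, 15 min preincubation, 25 min reaction · Measured by – plate fluorescence quenching by hydrolysis product, ex 480/em 530 nm · Read-out – percent enzyme inhibition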
IDE cell activ = IDE (human) activation, cell-based | P14735 | HEK cells, FAbeta-B cleavage, fluorescence polarization; 0% vehicle, 100% cell-free pure enzyme wells | activation, % at 5.96 µM | hit rate 0.073% among 340,000 | AID 493087;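 active means activation above the mean of all tested compounds plus 3 SD, set per screening campaign, cut at about 17% in these data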
M18AAP inhibitor = blocks P. falciparum M18 aspartyl aminopeptidase; hit rate 1.2% among 290,000; inhibition, % at 7.35 µM; AID 1822; recombinant PfM18AAP, H-Glu-NHMec fluorogenic cleavage;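 active means inhibition above the campaign mean inhibition over all tested compounds plus 3 SD, cut at about 28% in these data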;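 further: 0% = plate median of test compound wells and 100% = 2 mM ZnCl2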
SUMO HTRF inh = inhibitors of human SUMOylation (UBC9); P63279; HTRF SUMOylation assay, SAE1/SAE2 + UBC9, in vitro; inhibition, % at 35 µM; hit rate 0.36% among 290,000; AID 2006; in the data active means inhibition above about 50%, passing the limit was not always enough; further: strong numbers were not always called active
NS3 helicase inh = inhibitors of Hepatitis C virus NS3 helicase | hit rate 0.56% among 290,000 | NS3 helicase DNA unwinding, Cy5 molecular beacon fluorescence | inhibition, % at 10.9 µM;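 active means inhibition above the mean of all tested compounds plus 3 SD, set per campaign, cut at about 35% in these data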;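 further: 0% = DMSO wells and 100% = thioflavine S control wells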
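System: Hepatitis C virus NS3 helicase domain fragment enzyme | Reagent: Annealed dual-labelled DNA beacon duplex, ATP-started | Compound dosing: 10.9 µM single point, 0.8% DMSO | Incubation: 1 h reaction at 25 °C, ATP-initiated | Technique: Cy5 fluorescence | Evaluation: Percent inhibition from t60/t0 fluorescence ratio | Benchmarks: Low DMSO, high thioflavine S at 110 µM | Replication: Singlicate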
pCIP destab = compounds decreasing mouse p/CIP protein stability. decrease of EGFP signal, % at 10 µM. F442A p/CIP-EGFP cells, EGFP fluorescence, 16 h. Q05BA5. AID 1984. hit rate 0.01% among 290,000;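 active means EGFP signal decrease of at least 30% at 10 µM or well 3 SD below plate mean, unless failing retest; inactive means the rest, including hits failing retest or dose response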; further: some compounds called inactive have numbers as strong as hits; many of its hits are not listed in these tables
Target sequence (Q05BA5 1-1403): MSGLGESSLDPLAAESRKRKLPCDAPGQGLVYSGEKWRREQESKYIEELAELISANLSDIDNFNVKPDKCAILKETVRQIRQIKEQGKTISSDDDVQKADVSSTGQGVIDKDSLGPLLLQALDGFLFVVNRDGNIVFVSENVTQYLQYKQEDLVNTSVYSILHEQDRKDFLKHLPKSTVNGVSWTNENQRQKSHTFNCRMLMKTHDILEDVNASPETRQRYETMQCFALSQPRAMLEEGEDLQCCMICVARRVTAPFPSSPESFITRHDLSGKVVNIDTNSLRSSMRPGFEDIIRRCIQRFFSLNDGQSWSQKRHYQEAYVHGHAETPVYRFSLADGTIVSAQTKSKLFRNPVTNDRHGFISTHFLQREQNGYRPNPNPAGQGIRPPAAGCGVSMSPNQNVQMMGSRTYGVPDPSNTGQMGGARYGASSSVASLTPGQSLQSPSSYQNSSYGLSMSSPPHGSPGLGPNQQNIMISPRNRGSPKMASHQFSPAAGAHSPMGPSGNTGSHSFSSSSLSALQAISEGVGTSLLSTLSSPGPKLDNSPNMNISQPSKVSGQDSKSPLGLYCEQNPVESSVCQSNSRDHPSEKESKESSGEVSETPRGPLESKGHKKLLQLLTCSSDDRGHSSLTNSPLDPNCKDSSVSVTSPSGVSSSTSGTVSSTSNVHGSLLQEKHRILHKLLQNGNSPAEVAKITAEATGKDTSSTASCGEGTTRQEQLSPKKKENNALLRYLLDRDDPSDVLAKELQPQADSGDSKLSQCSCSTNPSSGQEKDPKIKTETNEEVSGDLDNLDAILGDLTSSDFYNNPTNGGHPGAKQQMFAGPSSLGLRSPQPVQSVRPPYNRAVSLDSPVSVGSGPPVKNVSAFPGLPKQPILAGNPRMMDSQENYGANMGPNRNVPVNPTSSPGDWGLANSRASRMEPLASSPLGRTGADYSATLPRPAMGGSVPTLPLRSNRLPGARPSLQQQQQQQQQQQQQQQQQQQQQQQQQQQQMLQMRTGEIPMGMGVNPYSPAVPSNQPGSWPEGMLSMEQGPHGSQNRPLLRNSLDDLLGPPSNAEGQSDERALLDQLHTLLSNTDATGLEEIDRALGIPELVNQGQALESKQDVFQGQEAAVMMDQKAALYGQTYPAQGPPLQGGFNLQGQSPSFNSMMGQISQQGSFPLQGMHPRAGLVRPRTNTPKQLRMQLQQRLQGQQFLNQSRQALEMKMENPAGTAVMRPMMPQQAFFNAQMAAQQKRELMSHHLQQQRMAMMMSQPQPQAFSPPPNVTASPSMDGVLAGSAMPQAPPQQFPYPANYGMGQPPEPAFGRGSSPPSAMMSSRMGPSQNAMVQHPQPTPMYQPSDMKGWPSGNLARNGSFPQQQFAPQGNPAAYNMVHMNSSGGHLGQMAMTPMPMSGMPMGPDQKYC
IDE inh = inhibits human insulin-degrading enzyme in HEK cells; hit rate 0.41% among 320,000; inhibition, % at 5.59 µM; FAbetaB cleavage, fluorescence polarization; P14735;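 active means percent inhibition above the average of all tested compounds plus 3 SD, set per screening campaign, cut at about 16% in these data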;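 further: IDE supplied by intact live HEK cells; FP after avidin binding of uncleaved biotin substrate so inhibition keeps polarization high; 0% = DMSO wells and 100% = 60 µM reference IDE inhibitor Ii1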
Active calls of the source: *; x = not tested or not shown.

SMILES	VIM-2 inhibitor	DNA FID counter	IMP-1 inhibitor	IDE cell activ	M18AAP inhibitor	SUMO HTRF inh	NS3 helicase inh	pCIP destab	IDE inh
NS(=O)(=O)c1ccc(Nc2ccc3cc(S(=O)(=O)N4CCCCC4)ccc3n2)cc1	2.0	-3	0.7	-2	-9	8	-24	-15	-1
O=C(CSc1nnc(NC(=O)C2CC2)s1)Nc1ccccc1C(F)(F)F	-2.7	-11	-3.0	5	1	-13	2	7	2
Cc1ccc(CC(=O)N(Cc2ccccc2)c2ccccn2)cc1	-3.1	-21	-0.4	1	0	7	11	-14	2
CCN1CCN(CCCNC(=O)c2ccc(/C=C3/Sc4ccccc4N(Cc4ccccc4F)C3=O)cc2)CC1	-2.9	26	-1.6	11	2	1	-47	0	-2
CCOC(=O)c1ccc(NC(=O)c2cc3ccccc3o2)cc1	-3.0	-16	-3.4	2	4	8	-7	-8	4
Cc1ccc2c(c1)c(=O)c1c3n2CCN(C(=O)CCl)C3CC1 (stereo unspecified)	-1.3	-1	-1.8	3	-11	47	1	10	3
Cc1ccc(NC(=O)Cn2c(=O)oc3ccccc32)cc1C	1.1	-2	-0.9	6	4	9	-1	3	4
CCCCC(=O)NC(=S)Nc1cc(C(=O)O)ccc1Cl	0.0	-12	0.2	-3	8	-1	55*	-4	2
Cc1cc(C)nc(SCc2nnc(SCC(=O)Nc3nc(-c4ccccc4)cs3)n2C)n1	-0.4	-4	-3.9	-4	0	-6	-2	-11	4
O=C(CN1N=C(c2ccccc2)CCC1=O)NCc1cccs1	0.0	-7	-1.6	6	4	11	-7	-1	2
N#C/C(=N\Nc1ccccc1)C(=N)N1CCCCC1	-0.7	-1	-2.1	2	-1	-12	3	-6	4
CCN(C(=O)Cn1c(=O)n(Cc2ccccc2)c(=O)c2ccccc21)c1cccc(C)c1	-0.6	-30	-4.4	3	11	9	-14	5	3
O=C(NC1CCCCC1)C(c1ccc(F)cc1)N(CCN1CCOCC1)C(=O)c1ccc(-c2ccccc2)[nH]1 (stereo unspecified)	-1.4	-3	-2.6	5	3	-2	-1	-9	0
Cc1ccc(-c2nnc(CN3CCN(C)CC3)o2)cc1	-2.5	-6	-4.4	0	-2	1	11	3	3
CC(=O)NC1CCCN(O)C(=O)/C=C(\C)CCOC(=O)C(NC(C)=O)CCCN(O)C(=O)/C=C(\C)CCOC(=O)C(NC(C)=O)CCCN(O)C(=O)/C=C(\C)CCOC1=O (stereo unspecified)	-0.8	-56	-1.5	x	5	6	17	-4	-11
COc1ccc(-c2noc(C3CCCN(S(=O)(=O)c4cccc(Cl)c4C)C3)n2)cc1OC (stereo unspecified)	-4.6	0	-5.3	0	-1	10	23	-10	2
CCOC(=O)c1sc(NC(=O)CSc2nnc(-c3ccco3)n2CC)c(C(=O)OCC)c1C	-1.2	-15	-3.5	-2	2	-9	8	-1	-4
CCOc1cc(C)nc(Oc2ccc(=O)[nH]n2)n1	1.3	2	-2.6	-3	0	0	-1	2	-8
Cc1nc(NC(=O)c2ccccc2)sc1-c1csc(Nc2cccc(Cl)c2)n1	-2.9	10	-1.4	x	1	-2	-20	-9	-2
O=C(Cc1ccccc1)NCC(=O)OCC(=O)c1ccc(Cl)cc1	-2.0	-23	-5.1	0	-7	-2	2	-4	5
CS(=O)(=O)c1ncc(Cl)c(C(=O)Nc2ccc3ccccc3c2)n1	-2.9	0	-3.2	-2	-54	12	-21	-24	x
CCC(=O)Nc1nc(C)c(C(=O)Nc2cccc(Cl)c2)s1	0.1	-3	-4.8	-1	8	5	2	-3	8
CCOc1ncccc1C(=O)OCC(=O)Nc1ccc2c(c1)OCO2	-4.7	-1	-0.9	5	-13	11	12	14	3
CCn1c(Cc2ccccc2)nnc1SCC(=O)Nc1nc(C)cs1	-2.3	-14	-3.3	7	0	19	-4	-6	-4
O=C(c1ccc2c(c1)OCCO2)N(c1ccccn1)C1CCCCC1	-1.0	-20	-1.6	3	-7	2	-2	-6	6
COc1ccc2c(C)c(CC(=O)N3CCN(C(=O)C4COc5ccccc5O4)CC3)c(=O)oc2c1C (stereo unspecified)	-2.3	-50	-6.1	-3	-3	6	-5	0	10
O=c1[nH]cnc2sc3c(c12)CCN(Cc1ccccc1)C3	-0.5	7	-3.1	5	5	19	8	-12	4
Cc1cccc(Cc2cnc(N3C(=N)SC(c4ccccc4)C3=O)s2)c1 (stereo unspecified)	-2.8	-11	-0.5	3	2	-6	12	-10	-2
O=C(OC(C(=O)O)C(OC(=O)c1ccccc1)C(=O)NCc1ccccc1)c1ccccc1 (stereo unspecified)	1.0	-36	6.4*	2	-7	0	-3	9	-1
Cc1ccccc1CC1(CO)CCCN(Cc2ccn[nH]2)C1 (stereo unspecified)	-3.1	2	1.2	2	1	5	-10	-3	4
Cc1cc(NC(=O)CSc2nnnn2C)n(-c2ccccc2)n1	-3.3	-1	-3.7	3	1	4	1	-14	-7
O=C(OCC(=O)N1CCOCC1)c1ccc(Cl)nc1	-0.8	4	1.2	4	-1	-3	-9	3	8
COc1ccccc1/C=C/C(=O)NC(=S)NC(C)C	0.2	-8	0.2	2	-13	-12	-9	-11	3
CC(=O)N1CCN(c2ccc(NC(=O)c3ccc4c(c3)OCO4)cc2)CC1	-0.4	-3	-3.8	1	12	5	-3	-35	-3
CC(C)[C@H](NS(=O)(=O)c1ccc(Cl)cc1)C(=O)OCC(=O)NCCN1C(=O)CSC1=O	0.2	-20	-0.8	6	-2	2	0	-13	-4
COc1ccc([N+](=O)[O-])cc1NCc1cccnc1	2.4	3	1.3	6	-5	3	15	-3	6
COc1cc(C2C(C#N)=C(N)Oc3cc(O)ccc32)cc(OC)c1OC (stereo unspecified)	-2.6	-2	-2.4	-3	6	21	7	-10	5
CCOC(=O)C1=C(C)N(C)C(=O)NC1c1cc2c(cc1Br)OCO2 (stereo unspecified)	-2.2	-5	-2.2	6	2	17	-6	-9	-2
CC1=C(C(N)=O)C(c2sccc2C)n2nnnc2N1 (stereo unspecified)	-6.6	1	-0.1	4	12	-11	4	-13	-1
CC1(C)CCCN(C(=O)N2c3ccccc3Sc3ccccc32)C1	-2.2	-13	-2.8	5	7	-17	-3	-11	4
CCN(CC)c1ccc(/C=N\N2CCN(Cc3ccc(C)cc3)CC2)cc1	-3.6	-1	-0.6	3	2	13	-7	-21	2
Cn1cc(S(=O)(=O)c2ccccc2)n(C)c1=O	-3.8	1	-3.2	-1	-2	12	-8	2	1
COc1ccc(-c2nnc(SCC(=O)Nc3ccccc3OC)o2)cc1	5.7	-16	-0.2	5	14	6	-10	-3	3
COc1cc2c(cc1OC)C(COc1ccccc1OC)N(C(=O)C(C)C)CC2 (stereo unspecified)	1.1	-18	-2.1	0	-1	11	-5	-3	-1
CC(C)CNC(=O)C1CCN(c2ccc(S(=O)(=O)N3CCOCC3)cc2)CC1	-3.4	-3	-3.1	4	-1	23	-2	-6	4
CCCCCCCC(=O)NNC(=O)c1ccc(F)cc1	-2.7	-7	-2.0	9	-3	-11	4	-3	1
CC1(C)Cc2c(sc3nc(=S)[nH]c(N)c23)CO1	-1.8	-1	-1.2	x	32*	-5	4	-6	8
CC12CCC(C(=O)NCc3ccc(F)cc3)(OC1=O)C2(C)C (stereo unspecified)	-0.9	-3	-3.1	-2	2	-3	1	0	3
O=C(Nc1ccc(C(=O)O)cc1)/C(=C\c1ccc(F)cc1)NC(=O)c1ccco1	0.2	-2	-0.5	-3	-5	2	-2	-1	-1
CCOC(=O)N1CCC(NC(=O)c2oc3c(c2C)-c2[nH]ncc2CC3)CC1	-2.6	-20	-2.4	2	22	-8	3	4	-7
CC(=O)c1ccc(S(=O)(=O)N2CCC3(CC2)OCCO3)cc1	1.0	-1	0.1	5	2	x	-1	-5	0
CN(C)c1ccc(NC(=O)CCCCCn2nnc3ccccc3c2=O)cc1	-1.6	-18	-2.9	5	2	7	-2	2	1
O=C(CCn1c(=S)[nH]c2ccccc2c1=O)NCCSCc1ccccc1	-1.4	-3	-3.9	2	-7	15	3	3	0
CC(CSc1nnnn1-c1ccccc1)Cn1c(N2CCN(C)CC2)nc2c1c(=O)[nH]c(=O)n2C (stereo unspecified)	-1.8	9	-2.7	2	-9	6	-3	1	-1
CCn1c(SCc2nc3ccccc3c(=O)[nH]2)nnc1C(C)NC(=O)c1ccccc1 (stereo unspecified)	-0.8	-14	0.0	6	-10	8	-5	15	1
NC(=O)C1=C[C@H](C2CCCCC2)C[C@H](OCc2ccc(CO)cc2)O1	-3.2	-31	-2.9	0	5	4	0	-11	2
COc1ccc(/C=C/c2nnc(NC(C)=O)s2)cc1	-0.6	-9	-0.8	-4	-11	32	-3	4	6
Cc1nn(Cc2ccc(C(=O)Nc3ccccc3C(F)(F)F)o2)c(C)c1Br	-3.2	-25	-2.8	1	-2	-13	-3	4	-4
O=C(c1ccc(Cn2c(=O)[nH]c3ccccc3c2=O)cc1)N1CCN(c2ccc(Cl)cc2)CC1	-1.0	1	-0.5	2	-7	20	-10	-7	11
CC(=O)Nc1ccc(OC(=O)c2cccnc2)cc1	-4.1	-1	-3.0	2	-1	8	12	0	0

Next section
SMILES	VIM-2 inhibitor	DNA FID counter	IMP-1 inhibitor	IDE cell activ	M18AAP inhibitor	SUMO HTRF inh	NS3 helicase inh	pCIP destab	IDE inh
Cc1ccc(-n2ncc3c2CCCC3NC(=O)CCC2=NNC(=O)CC2)cc1C (stereo unspecified)	-2.5	-28	-3.8	3	-3	-3	-20	-4	5
O=c1oc2ccccc2c(Nc2ccc3ccccc3c2)c1[N+](=O)[O-]	2.2	6	-0.2	5	0	20	0	11	2
Fc1ccc(CSc2nnc(-c3ccccn3)o2)cc1	-2.2	-8	-1.9	-3	-3	12	-3	-1	x
CCOc1ccc(/C=N/NC(=O)C(O)c2ccccc2)c(O)c1 (stereo unspecified)	-1.1	-9	-3.0	2	11	8	-1	-5	1
Cc1cc(C)n2c(SCC(=O)Nc3ccc(F)cc3F)nnc2n1	-1.2	-4	-0.8	0	-9	26	7	-10	-4
O=c1[nH]c(SCc2c(Cl)cccc2Cl)nc2ccccc12	-2.9	-11	-1.6	-5	-2	9	1	-11	-2
S=C(Nc1ccc(Cl)c(Cl)c1)N1CCN(c2ccccn2)CC1	-1.6	-6	-5.4	0	7	-3	-3	-5	8
CCn1nnnc1SCC(=O)NC1Cc2ccccc2C1	-2.8	0	-1.5	4	-4	10	-4	-12	0
Cc1nn(-c2ccccc2)c(C)c1/C=N/NC(=O)c1cc(-c2cccs2)[nH]n1	-3.9	-9	-3.8	-6	7	0	-3	-19	7
C/C(=N\NC(=S)Nc1cccc(C)c1)c1cc2ccccc2o1	-0.8	-11	-0.5	5	-11	-75	9	-2	1
